From PubChem BioAssay
PAD4 inh – PAD4 (human) enzyme inhibition; inhibition, % at 6.36 µM; actives 0.41% (n = 330,000); AID 485272; recombinant PAD4, RCA probe fluorescence polarization;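 active means percent inhibition above a cutoff equal to the mean of all tested compounds plus 3 SD, cut at about 15% in these data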;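 further: 0% = PAD4 with RCA probe and DMSO and 100% = probe without PAD4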
PAFAH2 FP inh – PAFAH2 (human) inhibition; Q99487; AID 492956; recombinant PAFAH2, FP-rhodamine activity probe, fluorescence polarization; actives 0.99% (n = 340,000); inhibition, % at 3.39 µM;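 active means inhibition above the mean over all tested compounds plus 3 SD, cut at about 30% in these data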;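 further: inhibitors block probe labeling of enzyme so polarization drops; 0% = enzyme with DMSO and 100% = wells lacking PAFAH2 protein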
PME-1 primary – PME-1 (human) inhibition. actives 0.53% (n = 320,000). inhibition, % at 5.9 µM. recombinant PME-1, FP-Rh probe fluorescence polarization. Q9Y570. AID 2130;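 active means inhibition above the campaign mean of all compounds plus 3 SD, cut at about 26% in these data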;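 further: competitive labeling of PME-1 active site by serine hydrolase directed probe; 0% = PME-1 with DMSO and 100% = wells lacking PME-1 enzyme; inhibitors block probe labeling so polarization falls and inhibition rises; many of its hits are not listed in these tables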
Target sequence (Q9Y570 whole entry, looked up): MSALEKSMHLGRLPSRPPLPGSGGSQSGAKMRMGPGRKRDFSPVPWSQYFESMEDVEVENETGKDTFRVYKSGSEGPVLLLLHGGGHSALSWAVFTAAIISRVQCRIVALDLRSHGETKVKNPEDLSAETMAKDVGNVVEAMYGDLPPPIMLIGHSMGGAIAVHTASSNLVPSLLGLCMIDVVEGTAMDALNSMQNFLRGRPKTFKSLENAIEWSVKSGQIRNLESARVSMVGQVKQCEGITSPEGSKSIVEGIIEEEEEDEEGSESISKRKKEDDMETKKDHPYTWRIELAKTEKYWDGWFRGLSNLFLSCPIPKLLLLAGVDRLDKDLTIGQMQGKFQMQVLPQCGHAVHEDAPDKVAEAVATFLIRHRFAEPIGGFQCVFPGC
PAFAH1B3 FP inh – inhibitors of human PAFAH1B3; Q15102; inhibition, % at 3.39 µM; AID 492972; recombinant PAFAH1B3, FP-rhodamine probe, fluorescence polarization; actives 0.28% (n = 340,000);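 active means inhibition above the screen-wide average of all tested compounds plus 3 SD, cut at about 25% in these data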;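 further: 0% = enzyme with DMSO only and 100% = wells lacking PAFAH1B3 protein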
PAFAH1B2 inh – blocks human PAF acetylhydrolase 1b catalytic subunit 2; recombinant PAFAH1B2, FP-rhodamine activity probe, fluorescence polarization; actives 1.2% (n = 340,000); AID 492953; P68402; inhibition, % at 3.39 µM;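 active means inhibition above the mean of all tested compounds plus 3 SD, cut at about 24% in these data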;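 further: 0% = enzyme with DMSO and 100% = wells lacking PAFAH1B2; many of its hits are not listed in these tables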
LYPLA2 inh – counter-screen for PME1 inhibitors: inhibitors of human LYPLA2. inhibition, % at 5.9 µM. actives 0.38% (n = 320,000). AID 2177. O95372. recombinant LYPLA2, FP-Rh probe fluorescence polarization;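 active means inhibition above the screen-wide mean plus 3 SD, limit set per campaign, cut at about 26% in these data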;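 further: 0% = LYPLA2 with DMSO and 100% = wells lacking LYPLA2 enzyme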
LYPLA1 counter – LYPLA1 (human) inhibition in PME1 counter-screen; O75608; recombinant LYPLA1, FP-Rh probe fluorescence polarization; inhibition, % at 5.9 µM; actives 0.16% (n = 320,000); AID 2174;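 active means inhibition above the mean of all tested compounds plus 3 SD, set per campaign, cut at about 14% in these data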;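 further: inhibitors block serine hydrolase probe labeling of LYPLA1 so polarization falls; 0% = enzyme with DMSO and 100% = wells lacking LYPLA1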
Target sequence (O75608 whole entry, looked up): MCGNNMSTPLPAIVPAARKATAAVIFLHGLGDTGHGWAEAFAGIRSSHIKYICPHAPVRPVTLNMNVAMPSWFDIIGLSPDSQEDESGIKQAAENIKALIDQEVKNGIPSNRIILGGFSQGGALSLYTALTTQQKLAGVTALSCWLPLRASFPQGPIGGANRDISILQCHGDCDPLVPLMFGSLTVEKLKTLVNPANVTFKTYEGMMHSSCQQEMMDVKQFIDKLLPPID
pPAFAH FP inh – pPAFAH (human) enzyme inhibition; inhibition, % at 3.39 µM; recombinant pPAFAH, FP-rhodamine probe fluorescence polarization; actives 1.5% (n = 330,000); AID 463082; Q13093;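 active means inhibition above the mean inhibition across the screen plus 3 SD, cut at about 25% in these data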;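 further: inhibitors block binding of the rhodamine activity-based probe so polarization drops; 0% = enzyme with DMSO and 100% = wells lacking pPAFAH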
Target sequence (Q13093 whole entry, looked up): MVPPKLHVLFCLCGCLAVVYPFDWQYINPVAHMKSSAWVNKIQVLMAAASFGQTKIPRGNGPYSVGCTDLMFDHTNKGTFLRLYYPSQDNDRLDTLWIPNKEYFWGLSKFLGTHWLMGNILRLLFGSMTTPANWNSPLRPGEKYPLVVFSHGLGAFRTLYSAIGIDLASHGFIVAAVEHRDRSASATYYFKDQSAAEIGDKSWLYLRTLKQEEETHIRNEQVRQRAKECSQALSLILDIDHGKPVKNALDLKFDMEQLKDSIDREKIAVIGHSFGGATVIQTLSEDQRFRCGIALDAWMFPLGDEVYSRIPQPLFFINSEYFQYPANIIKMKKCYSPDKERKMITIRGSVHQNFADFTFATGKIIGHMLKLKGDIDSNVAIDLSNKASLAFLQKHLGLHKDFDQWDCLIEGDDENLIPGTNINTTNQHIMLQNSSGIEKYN
GSTO1 inh – counter-screen for RBBP9 inhibitors: inhibitors of human GSTO1; AID 1974; P78417; inhibition, % at 5.96 µM; recombinant GSTO1, activity-based probe fluorescence polarization; actives 1.1% (n = 300,000);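 active means inhibition above the campaign mean inhibition plus 3 SD, cut at about 35% in these data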;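 further: 0% = GSTO1-1 with DMSO and 100% = wells lacking GSTO1-1 enzyme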
Active calls of the source: *. Some of the compounds tested; rates above refer to the full screens.

O=C1NC(=O)N(Cc2ccco2)C(=O)/C1=C\c1ccc(-c2ccc(F)cc2)o1 was read as PAD4 inh -3.5, PME-1 primary -8.2, LYPLA2 inh 4.2, LYPLA1 counter 0.9, pPAFAH FP inh 21.0 and GSTO1 inh 15.2.
Screening CC(N)C(=O)c1ccco1 (centres undefined) returned PAD4 inh 7.0, PAFAH2 FP inh 12.8, PME-1 primary -0.7, PAFAH1B3 FP inh -0.1, PAFAH1B2 inh 3.6, LYPLA2 inh -5.2, LYPLA1 counter 0.8, pPAFAH FP inh -2.9 and GSTO1 inh -1.7.
For Cc1cc(Cl)nc(N)n1 the results were PAD4 inh 1.0, PAFAH2 FP inh -0.2, PME-1 primary -9.4, PAFAH1B3 FP inh 10.7, PAFAH1B2 inh 2.4, LYPLA2 inh -8.4, LYPLA1 counter -0.5, pPAFAH FP inh -1.4 and GSTO1 inh -2.8.
CCCCCn1c(=O)c(C(=O)NCc2ccco2)c(O)c2ccccc21 was read as PAD4 inh 1.7, PAFAH2 FP inh -5.5, PME-1 primary 1.0, PAFAH1B3 FP inh 4.3, PAFAH1B2 inh -1.7, LYPLA2 inh 0.6, LYPLA1 counter -1.0, pPAFAH FP inh 7.5 and GSTO1 inh 8.3.
For Cc1c(CCN)ccc2c1[nH]c1ccccc12 the results were PAD4 inh -5.8, PAFAH2 FP inh -3.1, PME-1 primary 1.4, PAFAH1B3 FP inh 5.3, PAFAH1B2 inh 0.0, LYPLA2 inh -11.8, LYPLA1 counter -1.9, pPAFAH FP inh -0.1 and GSTO1 inh 4.1.
For CCOC(=O)C1(c2ccccc2)CCN(CCC(C#N)(c2ccccc2)c2ccccc2)CC1 the results were PAD4 inh 2.2, PAFAH2 FP inh -7.2, PME-1 primary 1.8, PAFAH1B3 FP inh 10.7, PAFAH1B2 inh -5.4, LYPLA2 inh 0.6, LYPLA1 counter -3.3, pPAFAH FP inh 4.5 and GSTO1 inh -1.9.
Screening Cc1nc2ccccc2n1C1CCN(Cc2nnnn2CCc2ccccc2)CC1 returned PAD4 inh -0.2, PAFAH2 FP inh -7.8, PME-1 primary 0.8, PAFAH1B3 FP inh 3.2, PAFAH1B2 inh -0.1, LYPLA2 inh -0.7, LYPLA1 counter -1.5, pPAFAH FP inh -4.3 and GSTO1 inh 0.4.
`Cn1cccc1/C=C1/C(=O)NC(=O)N(Cc2ccccc2)C1=O` gave PAD4 inh -7.3, PAFAH2 FP inh 12.7, PME-1 primary -4.0, PAFAH1B3 FP inh 5.5, PAFAH1B2 inh 6.2, LYPLA2 inh 3.9, LYPLA1 counter 1.1, pPAFAH FP inh 1.8 and GSTO1 inh 19.9.
C=CCN1CCc2cccc3c2[C@H]1Cc1ccc(O)c(O)c1-3 was read as PAD4 inh -5.5, PAFAH2 FP inh -6.6, PME-1 primary 1.3, PAFAH1B3 FP inh 7.9, PAFAH1B2 inh -3.2, LYPLA2 inh -6.1, LYPLA1 counter -5.6, pPAFAH FP inh 16.6 and GSTO1 inh 86.6*.
For CCOP(=O)(OCC)c1cc(CC)ccc1O the results were PAD4 inh 1.2, PAFAH2 FP inh -1.5, PME-1 primary -0.5, PAFAH1B3 FP inh 3.2, PAFAH1B2 inh 2.7, LYPLA2 inh 1.2, LYPLA1 counter 0.1, pPAFAH FP inh 2.0 and GSTO1 inh -4.2.
`CC1CCCN(CC(=O)N2CCCc3ccccc32)C1` (centres undefined) gave PAD4 inh 4.0, PAFAH2 FP inh 1.0, PME-1 primary -5.7, PAFAH1B3 FP inh 8.9, PAFAH1B2 inh 4.0, LYPLA2 inh -1.5, LYPLA1 counter -2.0, pPAFAH FP inh 4.0 and GSTO1 inh -1.1.
For COC(=O)C1=C(c2ccc(-c3ccccc3)c(F)c2)C[C@@H]2CC[C@H]1N2C(=O)NCCc1ccccc1 the results were PAD4 inh -2.6, PAFAH2 FP inh 1.3, PME-1 primary -0.3, PAFAH1B3 FP inh 0.2, PAFAH1B2 inh -3.9, LYPLA2 inh -4.1, LYPLA1 counter 0.2 and pPAFAH FP inh 20.0.
For C=CC[C@@H](CC/C=C/C=C/CC/C=C\[C@@H]1CSC([C@@H]2C[C@@H]2C)=N1)OC the results were PAD4 inh 1.7, PAFAH2 FP inh 1.8, PAFAH1B3 FP inh 0.1, PAFAH1B2 inh 0.9 and pPAFAH FP inh 3.6.
`O=C(CCNC(=O)N1C[C@H]2C[C@@H](C1)c1cccc(=O)n1C2)Nc1ccc(F)cc1` gave PAD4 inh 2.9, PAFAH2 FP inh 7.7, PME-1 primary -4.0, PAFAH1B3 FP inh 2.4, PAFAH1B2 inh 2.0, LYPLA2 inh 2.2, LYPLA1 counter 2.2, pPAFAH FP inh 2.9 and GSTO1 inh 2.7.
For O=c1[nH]c2ccccc2c(=O)n1-c1cccc(Cl)c1 the results were PAD4 inh 2.3, PAFAH2 FP inh -3.6, PME-1 primary 1.9, PAFAH1B3 FP inh 2.8, PAFAH1B2 inh 1.6, LYPLA2 inh -2.9, LYPLA1 counter -3.8, pPAFAH FP inh 0.5 and GSTO1 inh 1.2.

Reprinted at random: 2 records from the list
O=C1NC(=O)N(Cc2ccco2)C(=O)/C1=C\c1ccc(-c2ccc(F)cc2)o1 was read as PAD4 inh -3.5, PME-1 primary -8.2, LYPLA2 inh 4.2, LYPLA1 counter 0.9, pPAFAH FP inh 21.0 and GSTO1 inh 15.2.
For CCOP(=O)(OCC)c1cc(CC)ccc1O the results were PAD4 inh 1.2, PAFAH2 FP inh -1.5, PME-1 primary -0.5, PAFAH1B3 FP inh 3.2, PAFAH1B2 inh 2.7, LYPLA2 inh 1.2, LYPLA1 counter 0.1, pPAFAH FP inh 2.0 and GSTO1 inh -4.2.

Later entries:
`CC(=NCC1CCCO1)c1c(O)n(C2CCCCC2)c(=O)[nH]c1=O` (centres undefined) gave PAD4 inh 1.4, PAFAH2 FP inh 1.5, PME-1 primary 5.7, PAFAH1B3 FP inh 8.2, PAFAH1B2 inh 7.8, LYPLA2 inh -0.7, LYPLA1 counter 2.3, pPAFAH FP inh -1.7 and GSTO1 inh 16.6.
`CCC(CC)C(=O)NC1CCSC1=O` (centres undefined) gave PAD4 inh 2.8, PAFAH2 FP inh 2.3, PME-1 primary -5.8, PAFAH1B3 FP inh 7.1, PAFAH1B2 inh 6.5, LYPLA2 inh -6.2, LYPLA1 counter -2.8, pPAFAH FP inh 3.6 and GSTO1 inh 1.1.
COc1ccc(OC)c(CC(=O)N(C)C2CCCN(Cc3ccccc3F)C2)c1 (centres undefined) was read as PAD4 inh 5.3, PAFAH2 FP inh 6.0, PME-1 primary 9.6, PAFAH1B3 FP inh 7.6, PAFAH1B2 inh 1.2, LYPLA2 inh 5.1, LYPLA1 counter 2.3, pPAFAH FP inh -1.7 and GSTO1 inh 0.0.
For C[C@H]1O[C@@H](OC2CC[C@]3(C=O)[C@H]4CC[C@]5(C)[C@@H](C6=CC(=O)OC6)CC[C@]5(O)[C@@H]4CC[C@]3(O)C2)CC2OC(C)(C)OC21 (some centres undefined) the results were PAD4 inh 0.2, PAFAH2 FP inh 5.8, PME-1 primary -3.6, PAFAH1B3 FP inh 5.1, PAFAH1B2 inh 0.8, LYPLA2 inh 6.1, LYPLA1 counter 5.8, pPAFAH FP inh 6.3 and GSTO1 inh -2.9.
For COC(=O)C1=C(c2cccc(OCc3ccccc3)c2)C[C@@H]2CC[C@H]1N2C(=O)NCc1ccc(OC)c(OC)c1 the results were PAD4 inh -0.9, PAFAH2 FP inh -0.3, PME-1 primary -8.6, PAFAH1B3 FP inh -3.0, PAFAH1B2 inh 26.3*, LYPLA2 inh 0.7, LYPLA1 counter -0.2 and pPAFAH FP inh -0.3.
NC(=S)c1cn(C2OC(CO)C(O)C2O)c2ncnc(N)c12 (centres undefined) was read as PAD4 inh -0.4, PAFAH2 FP inh 8.0, PME-1 primary 0.2, PAFAH1B3 FP inh 6.0, PAFAH1B2 inh 4.3, LYPLA2 inh -5.0, LYPLA1 counter 0.1, pPAFAH FP inh 2.4 and GSTO1 inh -4.8.
Screening COc1ccc(CN2CCN(C(=O)COc3ccc4ccccc4c3)CC2)c(OC)c1 returned PAD4 inh -5.7, PAFAH2 FP inh 8.1, PME-1 primary 5.3, PAFAH1B3 FP inh 5.0, PAFAH1B2 inh 4.0, LYPLA2 inh 8.7, LYPLA1 counter 2.6, pPAFAH FP inh -1.6 and GSTO1 inh -1.5.
O=c1[nH]c2ccccc2n1CCCN1CCC(n2c(=O)[nH]c3cc(Cl)ccc32)CC1 was read as PAD4 inh 5.8, PAFAH2 FP inh -0.9, PME-1 primary -1.1, PAFAH1B3 FP inh 9.9, PAFAH1B2 inh 3.3, LYPLA2 inh 3.8, LYPLA1 counter 0.2, pPAFAH FP inh 5.1 and GSTO1 inh 3.1.
For COc1cc(C(C)=O)ccc1OC(=O)N(C)c1ccccc1 the results were PAD4 inh -1.6, PAFAH2 FP inh -2.4, PME-1 primary -1.1, PAFAH1B3 FP inh 4.5, PAFAH1B2 inh -0.1, LYPLA2 inh -0.1, LYPLA1 counter -1.8, pPAFAH FP inh -1.7 and GSTO1 inh 2.2.
Screening O=C(/C=C/c1ccc2c(c1)OCO2)c1c(O)n(CCc2ccccc2)c(=O)[nH]c1=O returned PAD4 inh -6.3, PME-1 primary -3.4, LYPLA2 inh -3.3, LYPLA1 counter -3.6, pPAFAH FP inh -0.5 and GSTO1 inh 4.7.
For CC1(C)C(C(=O)NCc2ccco2)C1(C)C the results were PAD4 inh 0.9, PAFAH2 FP inh -9.9, PME-1 primary -3.6, PAFAH1B3 FP inh 3.7, PAFAH1B2 inh 8.4, LYPLA2 inh 1.6, LYPLA1 counter 4.2, pPAFAH FP inh 6.0 and GSTO1 inh -0.4.
Screening O=C1NC(=S)NC(=O)C1C/C=C/c1ccccc1 returned PAD4 inh -4.3, PAFAH2 FP inh 2.7, PME-1 primary -1.3, PAFAH1B3 FP inh 4.2, PAFAH1B2 inh 1.7, LYPLA2 inh 7.5, LYPLA1 counter 2.5, pPAFAH FP inh 12.6 and GSTO1 inh 2.9.
`O=C1CCCN1CC#CCN1CCCC1` gave PAD4 inh 1.2, PAFAH2 FP inh -10.4, PME-1 primary -4.9, PAFAH1B3 FP inh -7.3, PAFAH1B2 inh -7.3, LYPLA2 inh -0.9, LYPLA1 counter -3.6, pPAFAH FP inh -0.5 and GSTO1 inh 6.5.
CCOC(=O)c1cc(C)n(CCc2cnc[nH]2)c1C was read as PAD4 inh -2.0, PAFAH2 FP inh 0.0, PME-1 primary -4.1, PAFAH1B3 FP inh 8.2, PAFAH1B2 inh -1.7, LYPLA2 inh 3.9, LYPLA1 counter 2.8, pPAFAH FP inh 0.1 and GSTO1 inh 4.7.
`CCCCC(=O)N/N=C/c1c(O)n(CCc2ccccc2)c(=O)[nH]c1=O` gave PAD4 inh -4.6, PME-1 primary 2.5, LYPLA2 inh -6.8, LYPLA1 counter -2.6, pPAFAH FP inh 5.1 and GSTO1 inh 0.7.
CCCCn1c(O)c(/C=C2/C=CC=N2)c(=O)[nH]c1=O was read as PAD4 inh -3.5, PAFAH2 FP inh 4.4, PME-1 primary 1.7, PAFAH1B3 FP inh 6.7, PAFAH1B2 inh 4.3, LYPLA2 inh -1.0, LYPLA1 counter -0.3, pPAFAH FP inh 1.1 and GSTO1 inh -1.5.
COc1cc2c3c(c1OC)Oc1ccc(cc1)C[C@H]1c4c(cc(OC)c(OC)c4Oc4ccc(cc4)C[C@@H]3N(C)CC2)CCN1C was read as PAD4 inh -6.8, PAFAH2 FP inh -1.1, PAFAH1B3 FP inh 6.0, PAFAH1B2 inh 2.5 and pPAFAH FP inh -1.7.
